Screening data from PubChem.
FLuc modulator: firefly luciferase modulation, counter-screen for miR-21 project. purified FLuc, Km substrates, luminescence inhibition. AID 588342. Potency, µM (titrated, usually from 57.5 µM), inactives show top-dose activity change, negative = inhibition, most hits filed as inhibitors. 6.9% of 360,000 active; active = well fitted inhibition curve with a large enough effect; inconclusive = small, poorly fitted or top-dose-only effect;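 also: plate controls were vehicle for no effect and reference inhibitor for full effect; nearly all actives have a fitted effect of over 55% in size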
Target sequence (P08659 whole entry, looked up): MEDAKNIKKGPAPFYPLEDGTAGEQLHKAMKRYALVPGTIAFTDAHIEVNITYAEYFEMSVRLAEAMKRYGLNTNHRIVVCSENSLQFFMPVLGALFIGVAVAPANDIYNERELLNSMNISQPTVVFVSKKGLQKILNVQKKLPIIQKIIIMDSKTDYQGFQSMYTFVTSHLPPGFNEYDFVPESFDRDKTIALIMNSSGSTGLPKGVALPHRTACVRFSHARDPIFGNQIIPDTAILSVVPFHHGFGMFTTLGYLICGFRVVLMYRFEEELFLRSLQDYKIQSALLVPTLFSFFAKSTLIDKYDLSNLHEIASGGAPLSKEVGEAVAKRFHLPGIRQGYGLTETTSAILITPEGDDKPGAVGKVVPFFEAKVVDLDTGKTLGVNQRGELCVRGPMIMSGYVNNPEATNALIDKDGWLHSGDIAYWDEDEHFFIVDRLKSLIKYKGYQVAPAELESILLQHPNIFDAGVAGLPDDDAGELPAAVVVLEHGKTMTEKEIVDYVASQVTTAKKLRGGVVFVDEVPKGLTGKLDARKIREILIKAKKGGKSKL
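Purified P. pyralis luciferase (10nM final) with 10uM D-luciferin and 10uM ATP (Km levels) in 50mM Tris acetate pH 7.5, 10mM Mg acetate, 0.01% Tween-20, 0.05% BSA; qHTS 6-point titration, ~60 µM downward; luminescence read.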
* = called active by the depositor; ? = inconclusive. Potency is read from the fitted curve at half-maximal effect. These rows are one share of the data (hit frequency here may not be typical).

SMILES | FLuc modulator
COc1ccc(NC(=O)c2c(-c3ccccc3)c(-c3ccccc3)nn(C)c2=O)cc1OC | -2%
CCOc1ccc(-c2cc(-c3nc(-c4ccc(C)cc4)no3)[nH]n2)cc1 | 21µM*
CCN(CC)C(=O)C1CCN(S(=O)(=O)c2c(C)noc2/C=C/c2cccc(OC)c2)CC1 | -8%
O=C(CSc1nc(=O)[nH]c2c1CCC2)Nc1cc(C(F)(F)F)ccc1Cl | -11%
CCOc1ccc(C(=O)Nc2nnc(S(=O)(=O)Nc3ccccc3)s2)cc1 | ?
CCCOC(=O)c1c(NC(=O)C2c3ccccc3Oc3ccccc32)sc2c1CCC(C)C2 (stereo not drawn) | 2%
Cc1nnc(N2C(=O)c3oc4ccccc4c(=O)c3C2c2ccc(C(C)(C)C)cc2)s1 (stereo not drawn) | -2%
Cc1ccc(OCC(=O)Nc2ccc3nn(-c4ccc(Cl)cc4)nc3c2)cc1 | 2%
CC(C)(C)OC(=O)N1CCC(c2c(C(=O)NC3CCCCC3)cnn2-c2cccc(Cl)c2)CC1 | -2%
COc1ccc(NC(=O)c2cc(C3CC3)nc3c2c(C)nn3-c2ccc(C)cc2)cc1OC | -2%
CCCCNC(=O)c1ccc2c(c1)ncn2-c1cc(OC)ccc1OC | -2%
COC(=O)c1ccc(Cl)cc1NC(=O)N1CC2CCCN2c2ccccc21 (stereo not drawn) | -7%
Cc1cccc(N2CCN(Cc3nnc(-c4ccccc4C)o3)CC2C)c1 (stereo not drawn) | -2%
CCN(CC)S(=O)(=O)c1ccc2c(c1)N(CC(=O)N1CCN(c3cc(Cl)ccc3C)CC1)C(=O)CO2 | -5%
CC(C)C(NS(=O)(=O)c1ccc2c(c1)oc(=O)n2C)C(=O)NCCc1ccc(Cl)cc1 (stereo not drawn) | 0%
Cc1ccccc1-n1c(SCC(=O)c2ccccc2)nnc1-c1ccc(F)cc1 | -9%
CC(C)c1ccc(Cc2cnc(NC(=O)c3ccc4c(c3)CC(c3ccccc3)OC4=O)s2)cc1 (stereo not drawn) | -3%
Cc1ccc(-n2cnc3cc(C(=O)NCc4ccccc4Cl)ccc32)c(C)c1 | -12%
CCC(=O)N1CCc2cc(Br)cc(S(=O)(=O)CCC(=O)Nc3ccccc3C)c21 | -1%
COc1ccccc1CNS(=O)(=O)c1cnc(N)nc1 | -3%
CCOC(=O)c1ccc(NC(=O)CSc2ccc3ccccc3n2)cc1 | -17%
COc1cc2c(cc1OC)n(CC(=O)c1ccc(F)cc1)c(=O)n1nc(CCn3nc(C)cc3C)nc21 | 0%
CSc1ccc(CCNC(=O)C2CCN(c3ncnc4c3nc3n4CCCCC3)CC2)cc1 | -15%
O=C(c1ccccc1Cl)N1c2ncnn2C2(CCCCC2)[C@@H]2CCCC[C@@H]21 | -14%
CCc1cccc(C)c1NC(=O)Cn1ccn(-c2ccc(F)cc2)c(=O)c1=O | 4%
Cc1ccc(NC(=O)Cc2ccc(-n3c(C)nc4cccnc43)cc2)c(Cl)c1 | -1%
Cc1ccccc1C(=O)Nc1nnc(S(=O)(=O)N(C)c2ccc(Cl)cc2)s1 | -8%
CCOc1ccc2nc(N(Cc3cccnc3)C(C)=O)sc2c1 | -12%
COc1ccccc1Cn1c(SCC(=O)C(C)(C)C)nc2ccccc2c1=O | -1%
COc1ccc(NC(=O)c2c(NCc3cccc(OC)c3)sc3c2CCCC3)cc1 | -20%
CCOc1ccc(C(C)C)cc1S(=O)(=O)Nc1cccc(-c2ccc(N3CCOCC3)nn2)c1 | ?
Cc1ccc(Cl)cc1NC(=O)CN1C=NS(=O)(=O)c2ccccc21 | -6%
CCOc1ccc(NC(=O)N2CCC(CN3CCC(C)CC3)CC2)cc1 | -6%
Cc1nnc(SCc2cc(=O)n3c(C)cccc3n2)s1 | 1%
Cc1cccc(-n2c(SCC(=O)Nc3ccc(C)c(C)c3)nc3n[nH]c(C)c3c2=N)c1 | -8%
COc1ccc(CNC(=O)c2cnn(-c3ccc(C)cc3)c2-n2cccc2)cc1OC | -17%
CCc1ccccc1Nc1cc(C(=O)NCCCN(C)C2CCCCC2)c2ccccc2n1 | -8%
COc1ccc(OC)c(NC(=O)CSc2nc(-c3ccccc3C)nc3cc(=O)[nH]n23)c1 | -20%
Cc1ccc(OCCCCn2c(-c3ccc(Cl)cc3)nc3ccccc3c2=O)cc1 | -1%
Cc1ccc(NC(=O)Cn2c(=O)n(Cc3ccccc3)c(=O)c3c2c2cc(C)ccc2n3C)cc1 | 0%
CCCCC(=O)Nc1nnc(S(=O)(=O)N(CC)c2cc(C)cc(C)c2)s1 | -1%
COCCCNC(=O)C1CCN(Cc2nc(-c3ccc(OC)c(OC)c3)oc2C)CC1 | 0%
CCN(Cc1ccccc1)C(=O)c1cc(-c2ccccc2)n[nH]1 | 15µM*
O=C(Cn1nc(-c2ccc(Cl)cc2)c2ccccc2c1=O)Nc1cccc(C(F)(F)F)c1 | -1%
Cc1cc(C)cc(-n2cnc3cc(C(=O)NCCc4ccccc4)ccc32)c1 | -17%
O=C(C1COc2ccccc2O1)N1CCN(c2nc3ccc(F)cc3s2)CC1 (stereo not drawn) | ?
CCOc1ccccc1NC(=O)C1CCCN1S(=O)(=O)c1ccc2nc(-c3ccccc3)[nH]c2c1 (stereo not drawn) | -15%
Cc1cc(Br)ccc1NC(=O)c1sc2ncn(Cc3ccccc3Cl)c(=O)c2c1C | -2%
Cc1cc(C)cc(NC(=O)C2CCN(c3nnc(-n4c(C)ccc4C)s3)CC2)c1 | 2%
COc1ccc(-n2c(/C=C/c3cc(OC)c(OC)cc3OC)nc3cc4ccccc4cc3c2=O)cc1Cl | -3%
O=C(Nc1ccccc1C(=O)OCc1cc(=O)n2ccsc2n1)c1ccc(Cl)cc1 | -2%
COc1ccc(N2CCN(C(CNC(=O)CC(C)C)c3ccc4c(c3)OCO4)CC2)cc1 (stereo not drawn) | 5%
O=C(Nc1cccc(C(=O)OCc2cc(=O)n3nc(C4CC4)sc3n2)c1)c1ccccc1 | -6%
O=C(NCc1cccnc1)C1CCN(Cc2cc3ccccc3n2Cc2cccc(Cl)c2)CC1 | -8%
CN1CCN(C(c2ccccc2)c2sc3nc(-c4ccco4)nn3c2O)CC1 (stereo not drawn) | 2%
O=C(CCn1c(=O)c2sccc2n(Cc2ccccc2F)c1=O)NCc1ccc2c(c1)OCO2 | 1%
COc1cc(Cl)c(C)cc1NC(=O)NC1COc2ccccc2C1 (stereo not drawn) | -16%
CCCN1C(=O)CN(C2CCCCC2)C(=O)C1c1ccc(OC)c(OC)c1 (stereo not drawn) | 3%
Cc1c(C)c2cc3c(c(C)c2oc1=O)OCN(CCc1ccccc1)C3 | -15%
O=C(CCN1C(=O)c2ccccc2Sc2ncccc21)Nc1ccc(F)cc1F | -5%

Filtered by structure, those above containing a CF3 group
SMILES | FLuc modulator
O=C(CSc1nc(=O)[nH]c2c1CCC2)Nc1cc(C(F)(F)F)ccc1Cl | -11%
O=C(Cn1nc(-c2ccc(Cl)cc2)c2ccccc2c1=O)Nc1cccc(C(F)(F)F)c1 | -1%

Next results
SMILES | FLuc modulator
Fc1cccc(Cl)c1Cn1c(-c2cccs2)nc2ccccc21 | 0%
COc1ccccc1OCCCCn1c(C2CC(=O)N(c3ccccc3Cl)C2)nc2ccccc21 (stereo not drawn) | -13%
Cc1ccc(Nc2c(-c3cccs3)nc3nc(C)cc(C)n23)cc1 | ?
COc1ccccc1CNc1ncnc2c1cnn2-c1ccc(C)cc1 | 17µM*
O=C(Cn1c2ncccc2c(=O)n1-c1ccccc1)Nc1ccc(Cl)cc1C(F)(F)F | -2%
CCN1CCN(c2cc(C)c3cc(NC(=O)c4cccc(C(F)(F)F)c4)ccc3n2)CC1 | 1%
COc1ccc(OC)c(CCNC(=O)CCn2c(=O)c3cccn3c3cccnc32)c1 | -2%
COc1cccc(C2=CC(c3cc(Br)ccc3F)n3nnnc3N2)c1 (stereo not drawn) | -4%
COc1cc(OC)c(NC(=O)c2nn(C)c3c2COc2ccccc2-3)cc1Cl | 3%
O=C(Cn1cc(S(=O)(=O)Cc2cccc(Cl)c2)c2ccccc21)Nc1ccccc1C(F)(F)F | 1%
Cc1ccc(S(=O)(=O)c2nc(S(C)(=O)=O)sc2NCc2ccccc2)cc1 | -5%
CCC(C)NC(=O)CN1C(=O)c2cccnc2Oc2ccc(C)cc21 (stereo not drawn) | -1%
Cc1ccc(SCC(=O)Nc2ccc3oc(-c4ccccc4F)nc3c2)cc1 | ?
COC(=O)c1cc2oc3ccccc3c2n1Cc1ccc(Cl)cc1 | -16%
Cc1ccc(Cl)cc1N1CCN(C(=O)c2cccn2-c2nnc(N3CCCC3)s2)CC1 | 0%
O=C(Cn1c(=O)nc(-c2ccccc2)c2ccccc21)Nc1cccc(C(F)(F)F)c1 | -4%
COc1ccc2c(c1)cc1c(=O)n(CC(=O)NC3CC3)nc(C)n12 | 3%
COc1ccc(CNC(=O)c2sc3nc[nH]c(=O)c3c2C)cc1 | 5%
CCc1cccc(C)c1NC(=O)c1cc(S(=O)(=O)N2CCN(c3ccccc3)CC2)ccc1F | -3%
COc1ccccc1NC(=O)CSC1=Nc2ccccc2C2=NC(CC(=O)NCc3ccccc3)C(=O)N12 (stereo not drawn) | -7%
CSc1ccc(CCNS(=O)(=O)c2cc(-c3cc(C)no3)ccc2C)cc1 | 2%
CCCOc1ccc(C(=O)Nc2ccc3oc(-c4ccc(N(C)C)cc4)nc3c2)cc1 | -12%
CCS(=O)(=O)NCCc1csc2nc(-c3ccc(OC)cc3)nn12 | -17%
Cc1ccc(CSC2=Nc3ccccc3C3=NC(CC(=O)NCc4cccs4)C(=O)N23)cc1 (stereo not drawn) | -17%
O=C(CCc1nc(CN2CCN(S(=O)(=O)c3ccc(Cl)cc3)CC2)no1)N1CCCCC1 | -6%
Cc1cc(C)cc(NC(=O)Cn2c(=O)n(C(C)C)c(=O)c3oc4ccccc4c32)c1 | 1%
CCCN(Cc1cccs1)C(=O)Nc1ccccc1C | 0%
O=C(Nc1cccc(Cl)c1)c1cnc2sc(N3CCCC3)nn2c1=O | -1%
CC1CCN(c2ncnc3c2cnn3-c2ccc(F)cc2)CC1 | 3µM*
COc1ccc(OC)c(NC(=O)Cc2coc3ccc(C(C)C)cc23)c1 | -13%
COc1cc(NC(=O)c2ccc(-c3nc(COc4ccccc4)c(C)o3)cc2)cc(OC)c1 | 4%
COc1ccc(OC)c(NC(=O)Cn2cnc3sc(C)c(S(=O)(=O)N4CCN(c5ccccc5OC)CC4)c3c2=O)c1 | -1%
COCCc1nn2c(=O)cc(COC(=O)c3cccs3)nc2s1 | -15%
COc1cccc(CN(C(=O)c2cccc(C)c2)C2CCS(=O)(=O)C2)c1 (stereo not drawn) | -6%
CCSc1ncc(Cl)c(C(=O)N(Cc2ccc(N(C)C)cc2)Cc2ccco2)n1 | -10%
COc1cc(NC(=O)c2ncn(-c3ccccc3)n2)cc(OC)c1 | ?
CCn1c2ccccc2c2nnc(N3CCN(c4ccc(OC)cc4)CC3)nc21 | 5%
O=C(Nc1ccccc1OCc1cc(=O)n2ccccc2n1)Nc1ccccc1C(F)(F)F | -1%
CCc1ccc2oc(C(=O)NCc3ccccc3)cc(=O)c2c1 | -2%
CCc1cccc(-n2c(=O)c3cccnc3n2CC(=O)NCc2ccc(C)cc2)c1 | -10%

An excerpt from above in order of SMILES length, descending.
SMILES | FLuc modulator
COc1ccc(OC)c(NC(=O)Cn2cnc3sc(C)c(S(=O)(=O)N4CCN(c5ccccc5OC)CC4)c3c2=O)c1 | -1%
O=C(CCc1nc(CN2CCN(S(=O)(=O)c3ccc(Cl)cc3)CC2)no1)N1CCCCC1 | -6%
Cc1cc(C)cc(NC(=O)Cn2c(=O)n(C(C)C)c(=O)c3oc4ccccc4c32)c1 | 1%
CSc1ccc(CCNS(=O)(=O)c2cc(-c3cc(C)no3)ccc2C)cc1 | 2%
CCc1ccc2oc(C(=O)NCc3ccccc3)cc(=O)c2c1 | -2%

Carrying on:
SMILES | FLuc modulator
Cc1cccc(N(C)C(=O)C2CCC(CNS(=O)(=O)c3cccc4nsnc34)CC2)c1 (stereo not drawn) | -3%
CCCn1c(SCc2nc(-c3cc(OC)ccc3OC)no2)nnc1-c1ccc(Cl)cc1 | -5%
COc1ccc(-c2cc(C(=O)OC(C)C(=O)c3ccccc3)c3cccc(Cl)c3n2)cc1 (stereo not drawn) | 4%
Cc1ccc(Cl)cc1NC(=O)CCCN1C(=O)CCn2nc(-c3cn(C)c4ccccc34)cc21 | -1%
CCC(Cn1nnc2ccccc2c1=O)NC(=O)Nc1cccc(C)c1C (stereo not drawn) | 0%
COc1ccc(CCNC(=O)c2ccc3c(c2)nc2n3CCCCC2)cc1OC | -20%
COc1ccc(CCNC(=O)CSc2nc3ccccc3nc2Cc2ccc(Cl)cc2)cc1OC | -7%
Cc1cccc(Oc2nc3ccccn3c(=O)c2/C=C(\C#N)c2nc3ccccc3s2)c1C | ?
Fc1ccc(C(Nc2ccc(Cl)c(C(F)(F)F)c2)c2nnc(-c3ccccc3)o2)cc1 (stereo not drawn) | ?
Cc1cc(C)cc(NC(=O)CCC(=O)N2Cc3ccccc3Oc3ncccc32)c1 | -16%

Given with tabs: entries from further up.
mol	FLuc modulator
Cc1cccc(Oc2nc3ccccn3c(=O)c2/C=C(\C#N)c2nc3ccccc3s2)c1C	?
Fc1ccc(C(Nc2ccc(Cl)c(C(F)(F)F)c2)c2nnc(-c3ccccc3)o2)cc1 (stereo not drawn)	?
